BoNT-F LC inh: blocks Botulinum neurotoxin F light chain protease. Multiplex microsphere protease cleavage assay, flow cytometry. inhibition, % at 10 µM. 360,000 tested, 0.22% active; in the data active = inhibition above about 35%, passing the limit was not always enough; inconclusive = no clear call, values can overlap the other calls; note: plate controls were buffer without enzyme for full effect and enzyme alone for no effect
BoNT A protease: blocks Botulinum neurotoxin A light chain protease. 360,000 tested, 0.17% active. multiplex microsphere protease substrate cleavage, flow cytometry. inhibition, % at 10 µM; in the data active = inhibition above about 30%; inconclusive = no clear call, values can overlap the other calls; note: plate controls were buffer without enzyme for full effect and enzyme alone for no effect
GDH-TPI inh: counter-screen for M. tuberculosis FBA inhibitors: GDH-TPI coupled enzymes; GDH-TPI coupled enzyme counterscreen, NADH absorbance; 360,000 tested, 1.2% active; inhibition, % at 4.8 µM;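 note: 0% = DMSO wells and 100% = wells lacking the enzyme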
BioA inh: BioA (M. tuberculosis) enzyme inhibition; 360,000 tested, 0.096% active; purified M. tuberculosis BioA enzyme, plate reader; inhibition, % at 9.99 µM; in the data active = inhibition above about 40%; inconclusive = no clear call, values can overlap the other calls
PrPC TRFRET: cell surface PrPC inhibition, primary TR-FRET screen. 370,000 tested, 0.43% active. AID 720596. TR-FRET read-out. inhibition, % at 13.8 µM. P04156; in the data active = inhibition above about 24%; note: 0% = median of the test wells and 100% = reference compound wells
Mtb UGM inh: Mtb UDP-galactopyranose mutase inhibition | P9WIQ1 | purified UGM, fluorescence polarization probe displacement | inhibition, % at 10 µM | 320,000 tested, 0.06% active | AID 504406; in the data active = inhibition above about 10%, passing the limit was not always enough; inconclusive = no clear call, values can overlap the other calls
Target sequence (P9WIQ1 whole entry, looked up): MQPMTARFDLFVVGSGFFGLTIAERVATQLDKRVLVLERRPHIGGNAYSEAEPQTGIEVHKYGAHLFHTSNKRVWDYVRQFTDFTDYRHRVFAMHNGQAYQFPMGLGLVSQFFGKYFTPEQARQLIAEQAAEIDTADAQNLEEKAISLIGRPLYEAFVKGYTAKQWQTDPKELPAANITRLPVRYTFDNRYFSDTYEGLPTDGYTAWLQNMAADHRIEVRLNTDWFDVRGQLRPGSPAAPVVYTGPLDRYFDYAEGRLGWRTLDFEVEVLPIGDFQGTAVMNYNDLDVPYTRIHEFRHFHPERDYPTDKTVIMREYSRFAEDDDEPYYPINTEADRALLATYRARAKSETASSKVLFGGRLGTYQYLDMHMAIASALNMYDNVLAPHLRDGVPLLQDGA
FadD28 binding: M. tuberculosis FadD28 bisubstrate binding inhibition | FadD28 bisubstrate probe binding, fluorescence polarization | inhibition, % at 12.5 µM | 360,000 tested, 0.22% active; in the data active = inhibition above about 8.5%, passing the limit was not always enough; inconclusive = no clear call, values can overlap the other calls
Mtb FBA inh: inhibitors of M. tuberculosis fructose-bisphosphate aldolase | purified M. tuberculosis FBA, fluorescence read-out | inhibition, % at 1 µM | 360,000 tested, 2.3% active; in the data active = inhibition above about 27%;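 note: 0% = vehicle and 100% = reference inhibitor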
Target sequence (P9WQA3 whole entry, looked up): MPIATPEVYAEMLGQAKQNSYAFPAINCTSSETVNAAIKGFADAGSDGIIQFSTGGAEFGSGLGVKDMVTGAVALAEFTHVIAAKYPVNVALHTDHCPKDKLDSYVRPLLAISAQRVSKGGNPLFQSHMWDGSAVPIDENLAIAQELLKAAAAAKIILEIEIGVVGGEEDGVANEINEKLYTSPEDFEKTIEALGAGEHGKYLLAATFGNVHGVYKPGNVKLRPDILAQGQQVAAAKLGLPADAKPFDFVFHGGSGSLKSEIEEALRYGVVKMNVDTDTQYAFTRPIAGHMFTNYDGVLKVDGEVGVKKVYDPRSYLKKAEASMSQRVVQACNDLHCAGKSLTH
CCHF vOTU inh: CCHFV vOTU protease inhibition | inhibition, % at 11.5 µM | Pep-AMC fluorescence | 370,000 tested, 0.55% active; note: 0% = vehicle wells with enzyme and 100% = no enzyme wells
* hit, by the source's call; ? = inconclusive; . = no result given; & = joins results of further samples. Cut-off read from the data, not from the text of the source, unless noted: active = inhibition above about 30%; inactive = the rest. The order is random; about 4.8% have a hit in one of these screens.

Value order: BoNT-F LC inh	BoNT A protease	GDH-TPI inh	BioA inh	PrPC TRFRET	Mtb UGM inh	FadD28 binding	Mtb FBA inh	CCHF vOTU inh
COc1ccccc1NC(=O)c1ccccc1C(=O)O
  -1	-0.7	-3	.	-3	1.3	-4.4	1	10
c1csc(-c2nnc(N3CCOCC3)c3ccccc23)c1
  1	0.5	7	.	-15	0.3	-2.8	-5	-6
C=C(C)Cn1c(CCn2c3ccccc3c3ccccc32)n[nH]c1=S
  -6	-0.3	-4	.	16	-0.1	-7.0	-1	16
CCOC(=O)[C@]12CCC=C1N(Cc1ccc3c(c1)OCO3)C(=O)[C@H](CC(=O)NCCC(C)C)C2
  2	0.1	.	.	11	.	.	.	12
CCOc1ccc2nc(N3CCCC(C(=O)NCCCN4CCOCC4)C3)sc2c1 (stereo not drawn)
  -7	0.0	-5	0.2	-1	1.1	-3.2	-2	7
COc1ccccc1/C=C1\SC(=S)N(CCC(=O)NNC(=O)c2ccccc2OC)C1=O
  -13	-6.2	2	.	0	-0.2	0.5	0	-4
Cc1ccc([N+](=O)[O-])cc1NC(=O)c1cccnc1
  -8	2.0	11	1.8	-16	-3.3	-1.5	2	9
CC1CCCN(S(=O)(=O)Cc2ccc(Cl)cc2)C1 (stereo not drawn)
  34	28	0	-4.2	2	-0.8	-1.4	1	3
O=C(CN1CCCN(Cc2ccc(F)cc2Cl)C1=O)NC1CCCCCC1
  8	0.0	5	-2.5	4	-1.5	-2.4	1	4
S=C1NCN(CCc2ccccc2)CN1
  4	0.2	-2	-0.9	-4	-4.1	-0.4	0	2
CCn1c(=O)cc(OCC(=O)NC(C)c2ccc3c(c2)OCCO3)c2ccccc21 (stereo not drawn)
  15	0.8	3	.	3	-1.6	-1.1	2	3
O=C(Cn1cc([N+](=O)[O-])ccc1=O)NCC1COc2ccccc2O1 (stereo not drawn)
  -4	-0.3	13	-0.3	-8	.	-3.1	-2	0
COc1cccc(-c2nnc(SC(C(=O)c3c[nH]c4ccccc34)c3ccccc3)n2C)c1 (stereo not drawn)
  2	0.6	0	.	4	2.1	-1.3	-3	11
CN(C)CCNc1ccc2nnn3c4ccc(O)cc4c(=O)c1c23
  -4	-0.1	3	.	-19	.	-4.1	-2	2
CCOc1cccc(/C=C(\C#N)C(=O)NC2CC2)c1
  -1	-0.7	4	1.4	6	1.8	-1.7	-2	-2
COc1ccc(C2NC(=S)NC3=C2CCCC3=C2SCCS2)cc1 (stereo not drawn)
  -2	-0.8	11	11	7	-1.1	-1.0	5	10
O=C(CC1C=Cc2ccccc2N1C(=O)c1ccccc1)c1ccccc1 (stereo not drawn)
  ?	4.5	-10	1.0	9	-0.6	-1.8	-3	14
Cc1cc(OC(=O)c2ccccc2)n(CCC#N)n1
  0	0.3	5	1.0	0	1.3	-2.5	0	11
CC(C)C(=O)NC(=S)Nc1ccc(S(=O)(=O)Nc2nccs2)cc1
  -1	-0.2	-3	.	-1	-2.5	-2.5	-4	-6
Cc1cc(C)nc(NS(=O)(=O)c2ccc(N=Cc3c(O)n(C)c(=O)n(C)c3=O)cc2)n1
  0	0.1	25	.	-5	0.2	-0.1	-1	-3
NC(=O)c1ccc(NS(=O)(=O)c2ccccc2F)cc1
  -1	-0.6	-3	0.6	3	-2.1	-1.0	-2	-3
COc1ccc(-c2csc(Nc3ccc(S(=O)(=O)Nc4cc(C)on4)cc3)n2)cc1C
  -1	-0.3	14	.	-6	2.9	5.0	-2	27
Cc1cc(C)cc(C(=O)OCC(=O)Nc2cccc(S(=O)(=O)NC3=NCCCCC3)c2)c1
  2	0.5	11	.	3	2.7	-2.5	5	-1
COC(=O)C1=C(C)N(c2ccc(OC)cc2)C(C)=C(C(=O)OC)C1c1ccc(OC)cc1
  ?	-6.5	-3	0.4	2	3.0	-1.1	1	-14
CC(C)(C)c1nc2cc(Cl)c([N+](=O)[O-])cc2o1
  -5	0.0	-6	-0.9	-6	1.6	0.3	0	-17
CC(C)N1C(=O)CSC1c1ccc(Br)cc1 (stereo not drawn)
  -4	-0.5	5	.	-3	0.1	-1.9	-4	2
CNS(=O)(=O)c1cccc(C(=O)OCC(=O)Nc2cc(F)ccc2F)c1
  -2	-0.3	-10	3.8	-4	-1.7	-3.8	-1	2
CCOC(=O)c1cnc2ccc(C)cc2c1N(C)Cc1ccccc1
  -27	0.6	9	1.4	-1	3.1	-0.9	0	-2
O=C(O)COc1ccccc1/C=N/NC(=O)c1ccc2c(c1)OCCO2
  -12	-0.8	18	-0.6	7	1.4	-1.9	3	7
COCCNC(=S)N1CCN(C)CC1
  -10	-1.4	-1	-0.7	0	2.8	0.2	1	-15
Fc1ccc(CN2CCSCC2)cc1F
  1	-2.5	9	-1.7	-4	0.0	0.1	0	-12
CCOC(=O)C1(Cc2ccccc2)CCN(Cc2ccon2)CC1
  6	0.5	1	.	4	2.3	1.2	4	-6
O=C(O)[C@H](Cc1ccccc1)N1C(=O)c2c(Cl)c(Cl)c(Cl)c(Cl)c2C1=O
  3	0.5	5	1.8	0	5.2	0.4	3	8
CCOC(=O)c1[nH]c2ccccc2c1N=C(C)N(CC)CC
  -17	-1.1	4	-1.7	-14	-2.2	-3.7	2	11
O=C(NCc1ccccn1)Nc1cccc(NC(=O)NCc2ccccn2)c1
  -3	-1.7	12	-3.2	4	3.7	2.0	-2	-2
Cc1cccc2c1-c1sc(C(=O)NCCCN3CCc4ccccc4C3)cc1CO2
  -2	1.9	25	-2.3	4	-2.6	-11	90*	-119
c1ccc(CNCCCNCCCCNCCCNCc2ccccc2)cc1
  -23	-0.2	8	.	-9	.	-0.6	-1	8
CC1CN(CCOc2ccccc2[N+](=O)[O-])CC(C)O1 (stereo not drawn)
  1	0.1	6	0.1	-1	5.0	-0.4	1	-8
Cc1cccc(C)c1-n1nnnc1C1(C)CCC(=O)N1CC1CCCCC1 (stereo not drawn)
  2	0.0	.	.	6	.	.	.	13
O=C(N1CCCCC1)N1CCCN(C(=O)N2CCCCC2)CC1
  -6	-0.2	5	-0.3	-7	-1.4	-1.5	0	13
CCOC(=O)C1=C(COC(=O)/C=C/c2ccc(OC)cc2)NC(=O)NC1C (stereo not drawn)
  5	-1.6	17	-3.0	1	.	-0.5	3	4
COC(=O)C1=C(C)Nc2[nH]c(=S)[nH]c(=O)c2C1c1ccc(OC)cc1 (stereo not drawn)
  -1	-0.1	3	0.1	-1	1.5	-2.3	1	-4
CC1(C)Cc2nc3sc(C(=O)NCCCO)c(N)c3cc2CS1
  -8	-0.3	3	.	-7	-2.4	-1.7	5	1
Cc1cccc(CC2CC(=O)N(C3CCCCC3)C2=O)c1 (stereo not drawn)
  4	-0.1	1	.	.	-1.4	-0.5	0	.
Cc1ncc2c(n1)-c1cc(F)ccc1SC2
  14	-0.3	0	-1.1	-3	-2.1	-1.2	-2	3
CN(c1nc2nonc2nc1NC1CC1)C1CCOC1 (stereo not drawn)
  -3	-0.5	16	3.8	-4	-1.3	-1.0	2	6
Cc1sc2c(c1C)c(=O)n(-c1ccc(F)cc1)c(=O)n2CC(=O)NCc1ccco1
  -12	-2.3	3	-2.0	1	.	0.1	1	11
CC(C)C(=O)Nc1c(C(=O)c2ccc(F)cc2)oc2ccccc12
  -1	2.2	24	-0.6	-3	-4.0	0.5	3	2
C(=N\Nc1nc(-c2ccccc2)cs1)/c1cccs1
  -8	-0.8	23	-1.2	1	3.1	-1.6	3	4
CCOc1cc(/C=N/NC(=O)c2ccc(CN3CCOCC3)cc2)ccc1OCc1ccccc1
  12	3.9	30	0.0	-6	-1.2	-1.2	2	-9
O/N=C/c1ccccc1OCc1ccc(Cl)cc1
  10	0.3	-2	0.0	3	3.1	0.2	3	5
Cc1c(C(=O)NCCc2ccccc2)oc2ccc(S(=O)(=O)N3CCC4(CC3)OCCO4)cc12
  -43	-1.6	2	.	9	-1.3	-4.8	0	-4
CN(C)S(=O)(=O)c1ccc(NC(=O)CSc2nnnn2C)cc1
  -1	-0.7	-6	.	9	-0.4	-2.3	0	21
Cc1nc(-c2ccccn2)sc1C(=O)Nc1ccc(F)cc1
  -7	-0.2	18	-0.8	-7	1.5	-1.5	0	3
O=C(N/N=C/c1cccnc1)C1CC1(c1ccccc1)c1ccccc1 (stereo not drawn)
  14	1.3	7	.	-1	-2.3	-1.6	5	-11
Cc1cccc(C)c1NC(=O)C(NC(=O)c1ccccn1)c1ccccc1[N+](=O)[O-] (stereo not drawn)
  -4	-0.1	2	-1.5	-12	3.2	-1.8	2	-4
Cc1ccc(NC(=O)c2ccc(S(=O)(=O)Nc3c(C)n(C)n(-c4ccccc4)c3=O)cc2)nc1
  ?	?	-6	-2.3	-2	1.2	-1.0	5	6
Cc1nc(Nc2cccc(C(F)(F)F)c2)nc2c1C(=O)CC(C)C2 (stereo not drawn)
  ?	0.1	-9	-1.8	-5	0.7	-3.3	-4	4
COc1ccc(OC)c(NC(=O)c2csc(Cl)c2OC)c1
  -30	-3.1	13	1.0	-8	0.5	-2.4	2	-5
CCOc1ccc(S(=O)(=O)Nc2cccc(C(=O)N3CCN(c4ccc(OC)cc4)CC3)c2)cc1
  2	-0.3	-3	0.2	-4	-3.7	-3.0	-13	6

Next section.
Value order: BoNT-F LC inh	BoNT A protease	GDH-TPI inh	BioA inh	PrPC TRFRET	Mtb UGM inh	FadD28 binding	Mtb FBA inh	CCHF vOTU inh
Cc1ccc(CN2CCN(C3CCC3)CC2CCO)cc1 (stereo not drawn)
  .	.	3	-0.5	-3	-1.3	-0.3	-1	5
COc1cc2c(cc1OC)C(C(=O)N1CCCCC1)C(c1ccccc1F)N(C)C2=O (stereo not drawn)
  -17	-0.5	-7	-0.5	1	0.7	-0.7	2	-3
O=C(NCc1ccco1)c1cc([N+](=O)[O-])ccc1N1CCOCC1
  -1	-0.4	27	.	-21	2.6	-3.4	-1	-2
CC1CCN(S(=O)(=O)c2ccc(NC(=O)c3ccco3)cc2)CC1
  -7	0.0	3	.	-7	-0.6	-1.3	3	11
COc1cccc(OCCn2cc(C=O)c3ccccc32)c1
  ?	-3.7	-4	1.3	5	1.7	1.5	1	5
O=C(NC1CCCCC1)c1ccc2c(c1)OCCO2
  10	2.5	-10	.	-1	0.5	-4.1	1	-8
Cc1cccc(-c2n[nH]c(=S)n2/N=C/c2cccs2)c1
  1	0.3	3	-0.4	-4	2.3	0.2	-1	-6
CN(C)CCCN1C(=O)C(O)=C(C(=O)c2cc3ccccc3o2)C1c1ccccn1 (stereo not drawn)
  -5	0.0	22	-3.7	-7	.	0.1	0	9
Cc1c2c(nc3ccccc13)OCC2
  -6	-0.6	3	-0.1	2	.	-0.4	3	-6
O=C(O)Cn1cc(C=C2C(=O)NC(=O)NC2=O)c2ccccc21
  19	0.8	3	-1.4	-6	-0.4	-1.7	-23	-8
CC1CCCN(c2nc3ccsc3c(=O)s2)C1 (stereo not drawn)
  4	3.2	18	-1.8	-2	-2.6	-4.7	1	6
COc1cccc(OC)c1C(=O)Nc1sc2c(c1C(N)=O)CCN(Cc1ccccc1)C2
  -9	-0.3	6	-0.5	-7	-1.8	-2.2	2	-2
C[C@H](CO)N1C[C@H](C)[C@@H](CN(C)S(C)(=O)=O)Oc2c(NC(=O)c3ccncc3)cccc2C1=O
  -2	-0.4	-9	-3.5&2.2	-3	-5.4	-1.3	-1	-2

Three structures from above, arranged by SMILES length, ascending:
Value order: BoNT-F LC inh	BoNT A protease	GDH-TPI inh	BioA inh	PrPC TRFRET	Mtb UGM inh	FadD28 binding	Mtb FBA inh	CCHF vOTU inh
CC1CCCN(c2nc3ccsc3c(=O)s2)C1 (stereo not drawn)
  4	3.2	18	-1.8	-2	-2.6	-4.7	1	6
COc1cccc(OCCn2cc(C=O)c3ccccc32)c1
  ?	-3.7	-4	1.3	5	1.7	1.5	1	5
O=C(O)Cn1cc(C=C2C(=O)NC(=O)NC2=O)c2ccccc21
  19	0.8	3	-1.4	-6	-0.4	-1.7	-23	-8

Screens as filed in PubChem.
